CHT PAM: allosterically activates the human high affinity choline transporter; Q9GZV3; CHT-expressing cells, membrane potential dye, choline EC20; active compounds read high; LV-AA mutant CHT in HEK293 cells; B-score at 10 µM; 0.49% of 310,000 active; AID 488977;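 active = initial fluorescence not abnormally high and integrated response B-score, plate-corrected, over 3 SD above library mean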
Target sequence (Q9GZV3 whole entry, looked up): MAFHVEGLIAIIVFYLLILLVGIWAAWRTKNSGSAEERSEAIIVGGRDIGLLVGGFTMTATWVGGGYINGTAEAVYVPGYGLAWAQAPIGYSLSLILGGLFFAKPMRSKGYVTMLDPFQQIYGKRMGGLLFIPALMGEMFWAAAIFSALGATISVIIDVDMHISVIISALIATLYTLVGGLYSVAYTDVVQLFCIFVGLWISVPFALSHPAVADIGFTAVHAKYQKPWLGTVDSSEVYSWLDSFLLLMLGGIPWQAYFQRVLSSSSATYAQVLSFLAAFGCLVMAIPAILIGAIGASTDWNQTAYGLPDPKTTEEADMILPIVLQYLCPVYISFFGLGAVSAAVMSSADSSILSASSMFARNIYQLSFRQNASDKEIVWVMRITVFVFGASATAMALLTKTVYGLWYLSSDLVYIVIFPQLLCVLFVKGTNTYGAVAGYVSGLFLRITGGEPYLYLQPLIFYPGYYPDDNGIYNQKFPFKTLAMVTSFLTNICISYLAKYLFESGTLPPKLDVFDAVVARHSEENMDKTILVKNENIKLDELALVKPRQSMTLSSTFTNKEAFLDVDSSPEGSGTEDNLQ
CHT block: human CHT choline transport inhibition | AID 488975 | 0.86% of 310,000 active | CHT-expressing cells, membrane potential dye, choline response; active compounds read low | B-score at 10 µM;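 active = B-score over 3 SD under the library average, and starting fluorescence ratio not unusually high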;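 note: choline stimulus applied at its EC90 after an EC20 pre-addition; B-score computed on integrated fluorescence ratio after choline addition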
Active calls of the source: *; i = inactive.

entry | Structure | CHT PAM | CHT block
1 | Cc1ccc(S(=O)(=O)NC2=NCN(Cc3cccnc3)CN2)cc1 | i | i
2 | CC1=NN(c2ccc(Cl)cc2)C(=O)C1 | i | i
3 | N/C(COc1ccc(Cl)cc1Cl)=N\O | i | i
4 | O=C(Cn1cccn1)N1CCCC(N2CCN(Cc3ccc4c(c3)OCO4)CC2)C1 (configuration not stated) | i | i
5 | C/C(=C\c1ccccc1)CN1CCN(c2ccccc2F)CC1 | i | i
6 | C=CCNC(=O)c1cccn1-c1ccsc1C(=O)OC | i | i
7 | CCN1CCc2c(sc(NC(=O)COc3ccccc3)c2C(=O)OC)C1 | i | i
8 | O=C(NNC(=O)c1nn(-c2ccc(F)cc2)ccc1=O)Nc1cccc(Cl)c1 | i | i

Random excerpt: 2 compounds from above, in no set order.
entry | Structure | CHT PAM | CHT block
8 | O=C(NNC(=O)c1nn(-c2ccc(F)cc2)ccc1=O)Nc1cccc(Cl)c1 | i | i
5 | C/C(=C\c1ccccc1)CN1CCN(c2ccccc2F)CC1 | i | i

The results go on.
entry | Structure | CHT PAM | CHT block
9 | CC(=O)Nn1c(COc2ccccc2C)nc2ccccc2c1=O | i | i
10 | COc1ccc(C2=CSC3=NCCN23)cc1[N+](=O)[O-] | i | i
11 | COc1ccc(CCNC(=O)Cn2cnc3c(nnn3Cc3ccc(C)cc3)c2=O)cc1OC | i | i
12 | CN1CCN(CCCNC(=O)C2CCN(c3nnc(-n4cccc4)s3)CC2)CC1 | i | i
13 | COc1ccc(CN2CCC(=O)N([C@H](CO)CC(C)C)CC2)cc1OC | i | i
14 | CCN(CC)c1ccc(NC(=O)C2CCCC2)cc1 | i | i
15 | CCOC(=O)C1=C(CSc2nc(CC)c(C)cc2C#N)OC(N)=C(C#N)C1c1ccccc1 (configuration not stated) | i | i
16 | O=[N+]([O-])c1ccc2nc(-c3ccccc3)n(OCc3ccc(Cl)cc3)c2c1 | i | i
17 | COc1ccc2[nH]c(C)c(CCN(Cc3cccs3)C(=S)Nc3ccccc3OC)c2c1 | i | i
18 | O=C(CN(CC1CCCO1)C(=O)CNS(=O)(=O)c1ccccc1)NCCc1ccccc1 (configuration not stated) | i | i
19 | CCCCCCC1CC(C)(C(=O)CNc2nncs2)OC1=O (configuration not stated) | i | i
20 | Cc1ccsc1CNC(=O)c1c(-c2ccccc2)noc1C | i | i
21 | CCOc1cc(/C=N/NC(=O)c2ccc(NC(=O)C3CC3)cc2)ccc1O | i | i
22 | CCOC(=O)c1c(C)[nH]c(C(=O)Nc2ccc3c(c2)OCO3)c1C | i | i
23 | Cn1nccc1C(=O)N1CCN(c2ccccc2F)CC1 | i | i
24 | O=C(NCc1cccs1)c1cc(-c2ccc(O)cc2)on1 | i | i
25 | C=C(C)C(=O)Nc1cccc(C2=NOC3(C2)C[C@@H](C(N)=O)N(C(=O)/C(C)=C/C)C3)c1 (some centres not stated) | i | i
26 | O=C(OCC(=O)N1CCCC1=O)c1cc(Cl)ccc1O | i | i
27 | CCc1cccc(NS(=O)(=O)c2ccc3c(c2)N(C)CCO3)c1 | i | i
28 | O=C(NCc1ccco1)/C(=C/c1ccc([N+](=O)[O-])cc1)NC(=O)c1ccco1 | i | i
29 | COCc1cc(CN2CCN(C)CC2)c(O)c2ncccc12 | i | i
30 | CCOc1c(Cl)cc(/C=N/O)cc1OC | i | i
31 | COC(=O)[C@H](CCSC)NC(=O)c1cccnc1SC | i | i
32 | Oc1ccc(/C=N/Nc2ccc3ccccc3c2)c(O)c1 | i | i
33 | Cc1ccc(C(=O)N(Cc2sccc2C)C2CCS(=O)(=O)C2)cc1 (configuration not stated) | i | i
34 | CCOc1ccccc1NC(=O)CCS(=O)(=O)c1cccc2nsnc12 | i | i
35 | O=C(O)c1ccc(S(=O)(=O)NC2CCCCCC2)cc1 | i | i
36 | C=C(C)CNC(=S)NNC(=O)CCn1c2cc(Cl)ccc2c2ccc(Cl)cc21 | i | i
37 | Cc1cc2oc(=O)cc(CN(C)Cc3ccccc3Cl)c2cc1C | i | i
38 | CC1CC(C)CN(C(=O)c2cn(C)c3ccc(S(=O)(=O)N(C)C)cc3c2=O)C1 (configuration not stated) | i | i
39 | CCN(CC)C(=O)CN(c1cc(Cl)ccc1OC)S(=O)(=O)c1ccc(C)c([N+](=O)[O-])c1 | i | i
40 | C=CCNC(=O)c1c(N)n(-c2cccc(S(N)(=O)=O)c2)c2nc3ccccc3nc12 | i | i

Next section; the last 2 above are carried over.
entry | Structure | CHT PAM | CHT block
39 | CCN(CC)C(=O)CN(c1cc(Cl)ccc1OC)S(=O)(=O)c1ccc(C)c([N+](=O)[O-])c1 | i | i
40 | C=CCNC(=O)c1c(N)n(-c2cccc(S(N)(=O)=O)c2)c2nc3ccccc3nc12 | i | i
41 | COC(=O)C(C(=O)Nc1cccc(Cl)c1C)C1CCCC1 (configuration not stated) | i | -5.46*
42 | O=C(Nc1nnc(-c2ccco2)o1)c1ccc(Cl)cc1 | i | i
43 | Cc1nnc(SCC(=O)NC(C)c2ccccc2)[nH]c1=O (configuration not stated) | i | i
44 | C=CC1CN(C(=O)OCC(Cl)(Cl)Cl)C2CC3c4ccc(OC)cc4NC3C3CC1C2CO3 (configuration not stated) | i | i
45 | CCN(CCCNC(=O)c1ccc2c(c1)NC(=O)CN2C)c1cccc(C)c1 | i | i
46 | COc1ccc(CCNC(=O)CNC(=O)c2nn(-c3ccc(OC)c(OC)c3)c(=O)c3ccccc23)cc1OC | i | i
47 | CC(C)(C)NC(=O)COC(=O)c1c2c(nc3ccccc13)CCC2 | i | i
48 | COc1cccc2c3c(c(=O)[nH]c12)CC(C)(C)O3 | i | i
49 | O=C(COc1ccc(/C=N/NC(=O)c2ccccc2Br)cc1)Nc1ccccc1 | i | i
50 | Cc1cccc(NC(=O)CSc2nnc(NC(=O)c3ccc(S(=O)(=O)N4CCOCC4)cc3)s2)c1C | i | i
51 | COC(=O)c1cc(NC(=S)NC(=O)c2ccccc2)ccc1N1CCOCC1 | i | i
52 | CCCCCCCCCn1ccc(=N)cc1 | i | i
53 | O=C(CCCNC(=O)/C(=C/c1ccc(F)cc1)NC(=O)c1ccccc1)OCc1ccccc1 | i | i
54 | COc1ccc2c(c1)cc(C(O)c1ccccn1)n2S(=O)(=O)c1ccccc1 (configuration not stated) | i | i
55 | CCn1c(=O)c2sccc2n2c(CCCC(=O)NC3CCN(Cc4ccccc4)CC3)nnc12 | i | i
56 | COC(=O)CN1C(=S)N(c2ccc(Cl)cc2)C(=O)C1CC(=O)Nc1ccc(F)cc1 (configuration not stated) | i | i
57 | C=CCNC(=S)NNC(=O)C(CC(C)C)CC(C)O (configuration not stated) | i | i
58 | COc1ccc(NS(=O)(=O)c2csc(C(=O)N3CCCC3)c2)c(OC)c1 | i | i
59 | CC(C)CCOc1ccc(C(CC(N)=O)C(=O)O)cc1 (configuration not stated) | i | i
60 | C/C(=N\NC(=O)c1ccc(C(=O)N/N=C(\C)c2ccco2)o1)c1ccco1 | i | i
61 | COc1ccc(NC(=O)CN(C)C(=O)Cc2ccc(S(=O)(=O)N3CCOCC3)s2)cc1 | i | i
62 | COc1ccccc1N(CC(=O)N1CCOCC1)S(C)(=O)=O | i | i
63 | CCn1c(Cc2ccccc2)nnc1SC(C)C(=O)NC1CC1 (configuration not stated) | i | i
64 | Cc1ccc(CC2CC(=O)N(c3ccncc3)C2=O)cc1 (configuration not stated) | i | i

Single records, from the list above.
CCn1c(Cc2ccccc2)nnc1SC(C)C(=O)NC1CC1 (configuration not stated) is entered as CHT PAM = i; CHT block = i
Cc1ccc(C(=O)N(Cc2sccc2C)C2CCS(=O)(=O)C2)cc1 (configuration not stated) is entered as CHT PAM = i; CHT block = i
CCN1CCc2c(sc(NC(=O)COc3ccccc3)c2C(=O)OC)C1 is entered as CHT PAM = i; CHT block = i

Carrying on:
entry | Structure | CHT PAM | CHT block
65 | CCSc1ccccc1-c1nc(-c2ccncc2)no1 | i | i
66 | O=C(COc1c(Cl)cccc1Cl)NN1C(=O)CSC1=S | i | i
67 | C=C(C)Cn1c(SCC#N)nc2ccccc2c1=O | i | i
68 | COC(=O)CSc1nnc(CNC(=O)c2cc(OC)c(OC)c(OC)c2)n1C | i | i
69 | O=C1C2C3C=CC(C2C(=O)N1C1CCCCC1)C1C(=O)N(C2CCCCC2)C(=O)C31 (configuration not stated) | i | i
70 | Fc1cnc(N/N=C/c2ccc(-c3ccc(Br)cc3)o2)nc1N1CCOCC1 | i | i
71 | O=C(COC(=O)/C=C/c1ccc2c(c1)OCO2)Nc1ccccc1 | i | i
72 | CC(C)(C)S(=O)(=O)c1cnc(-c2ccc(Cl)cc2)nc1N | i | i
73 | CC(=O)c1sc2nc(-c3ccc(C)cc3)c3c(c2c1N)CCCC3 | i | i
74 | Cc1ccc(CSc2nnc(NC(=O)Cn3cnc4ccccc4c3=O)s2)cc1 | i | i
75 | COc1cc(NC(=O)c2ccco2)c(OC)cc1NC(=O)CCC(=O)Nc1cc(C)cc(C)c1 | i | i
76 | COc1ccc(OC)c(S(=O)(=O)CC(O)COc2ccccc2Cl)c1 (configuration not stated) | i | i
77 | CCOC(=O)c1ccc(NS(=O)(=O)c2ccc3c(c2)n(C)c(=O)n3C)cc1 | i | i
78 | CCOC(=O)c1cc(-c2ccccc2)sc1NC(=O)C(C)Sc1nnc(C)s1 (configuration not stated) | i | i
79 | COc1ccc(OCC(=O)Nc2cccc(OC)c2)cc1 | i | i
80 | O=C(Nc1ccccc1)c1ccccc1OCc1ccc(F)cc1 | i | i
81 | CCOc1ccc(C(=O)NCC(=O)NC(C)c2ccc(-n3ccnc3)cc2)cc1OCC (configuration not stated) | i | i
82 | COc1cc(OC)c(CN2CCCCCCC2)cc1Br | i | i
83 | Cc1ccc(N2N=C(c3ccc(F)cc3)CC2c2ccco2)cc1 (configuration not stated) | i | i
84 | COc1ccccc1NC(=O)N1CCN(S(C)(=O)=O)CC1 | i | i
85 | FC(F)(F)Oc1ccc(NC(=S)NCc2ccccc2)cc1 | i | i
86 | CCn1c(COc2ccccc2)nnc1SCC(=O)Nc1ccc(N2CCOCC2)cc1 | i | i
87 | O=C(CN(CC1CCCO1)C(=O)Cn1nnc(-c2ccc(F)cc2)n1)NC1CCCCC1 (configuration not stated) | i | i
88 | CCCCS(=O)(=O)N1CCCC(C(=O)Nc2ccc(Cl)cn2)C1 (configuration not stated) | i | i
89 | O=C1CN(c2ccccc2)C(=O)N1 | i | i
90 | COC(=O)c1ccc(C2CC(=O)Nc3cc(OC)c(OC)cc32)cc1 (configuration not stated) | i | i
91 | Cc1ccc2cccc(S(=O)(=O)Nc3ccc4c(c3)OCO4)c2n1 | i | i
92 | COc1ccccc1CN(Cc1cc2cc(C)ccc2[nH]c1=O)Cc1nnnn1Cc1ccco1 | i | i
93 | N#C/C(=C\c1ccc(Cl)cc1)c1nc2ncccc2[nH]1 | i | i
94 | CC(C)(CN1CCN(Cc2ccccc2)CC1)NS(=O)(=O)c1ccc(Cl)cc1 | 8.97* | i
95 | Cc1nc2ccccn2c1C(=O)NCC(C)C | i | i
96 | CCOC(CNC(=O)c1nnc(Cc2cc(OC)c(OC)c(OC)c2)o1)OCC | i | i
97 | Cc1ccc(S(=O)(=O)N(CC(=O)N/N=C/c2ccc(F)cc2)c2cccc3cccnc23)cc1 | i | i
98 | Cc1cn(C2OC(CC(=O)Oc3ccccc3)C(O)C2O)c(=O)[nH]c1=O (configuration not stated) | i | i
99 | COc1ccccc1C(=O)NNC(=O)c1ccccc1 | i | i
100 | Cc1nnc(SCC(=O)Nc2ccc(Cl)cn2)s1 | i | i
101 | O=C(/C=C/c1cn(-c2ccccc2)nc1-c1cccs1)NCCN1CCOCC1 | i | -7.09*
102 | COc1ccc2cc(C)c(SCC(=O)Nc3cc(C)on3)nc2c1 | i | i
103 | CCOC(=O)c1ccc(NC(=O)CSc2nnc(Cn3c(=O)sc4ccccc43)n2C)cc1 | i | i
104 | Cc1ccc(OCC(=O)Nc2ccc(F)cc2)cc1C | i | i
105 | CC(=O)Nc1ccc(N2CCN(C(=O)c3cccs3)CC2)cc1 | i | i
106 | O=C1CCC(N2C(=O)c3ccccc3C2=O)C(=O)N1 (configuration not stated) | i | i
107 | CCN(CC)P(=O)(c1ccccc1)c1c(C)nc2ccccn12 (configuration not stated) | i | i
108 | O=C(CC(Cc1ccccc1)c1ccco1)NCc1ccco1 (configuration not stated) | i | i
109 | C=CCn1c(CCSCc2ccc(OC)c(C)c2)n[nH]c1=S | i | i
110 | CC1CCN(CCCCOc2ccccc2[N+](=O)[O-])CC1 | i | i
111 | Cc1sc(-c2ccccn2)nc1OC(=O)c1ccc(Cl)c(Cl)c1 | i | i
112 | CCOc1ccc(S(=O)(=O)NCc2ccccc2)cc1C(N)=O | i | i
113 | O=c1c2cc(NC(=S)NCc3ccccn3)ccc2nc2n1CCCCC2 | i | i
114 | O=CN1CCCN(Cc2nc(-c3cccc(Cl)c3)no2)CC1 | i | i
115 | CC(C)(C)NC(=O)Cn1nc(C(F)(F)F)c2c1CCCC2 | i | i
116 | O=C(C[n+]1cc(Br)cc(Br)c1)c1ccc(Cl)cc1 | i | i
117 | CCOC(=O)CSc1nc(N)c(C(=O)Nc2ccc(N(C)C)cc2)s1 | i | i
118 | Oc1ccc(C[C@@H]2CNCCN2CC2CCCCC2)cc1 | i | i
119 | O=C(NCc1ccc(Cl)cc1Cl)c1ccccn1 | i | i
120 | CC(=O)NC1=NN(C(C)=O)C(C)(c2ccco2)S1 (configuration not stated) | i | i

The list continues.
entry | Structure | CHT PAM | CHT block
121 | N=c1ccn(Cc2ccc([N+](=O)[O-])cc2)cc1 | i | i
122 | Cc1ccc(-n2c(CNc3ccc(F)cc3)nnc2SCC(N)=O)cc1 | i | i
123 | O=C(CSc1nc2ccccc2c(=O)n1-c1ccc(F)cc1)NCc1ccco1 | i | i
124 | O=C(c1ccncc1)N1CCN(S(=O)(=O)c2cc(C(F)(F)F)cc(C(F)(F)F)c2)CC1 | i | i
125 | CCOC(=O)N1CCN(CC(O)COc2ccccc2C(C)C)CC1 (configuration not stated) | i | i
126 | O=C(Nc1ccccc1)N1CCC(c2nc(-c3ccc(S(=O)(=O)N4CCOCC4)cc3)no2)CC1 | i | i
127 | CCOc1ccc(N(CC(=O)N/N=C(\C)c2cccc(NC(C)=O)c2)S(=O)(=O)c2ccccc2)cc1 | i | i

Bioassay records (PubChem)
